High-throughput results deposited in PubChem by NCI.
All columns: NCI-60 one-dose screen, growth in % after 48 h at 10 µM unless noted; 100 = growth as untreated, 0 = no growth, -100 = all killed.
MCF7 = MCF7 breast cancer; actives 6.3% (n = 82,000)
T-47D = T-47D breast cancer; actives 5% (n = 79,000)
MDA-MB-231 = MDA-MB-231 breast cancer. actives 5% (n = 81,000). AID 1794789
MDA-MB-468 = MDA-MB-468 breast cancer; actives 8.5% (n = 78,000)
BT-549 = BT-549 breast cancer; actives 4.4% (n = 78,000)
K-562 = K-562 leukemia. AID 1794777. actives 7.4% (n = 78,000)
HS 578T = HS 578T breast cancer. actives 4.1% (n = 78,000). AID 1794788
SR = SR leukemia cells; AID 1794780; actives 8.7% (n = 73,000)
Active calls of the source: *; x = not tested or not shown; & = joins results of further samples; [ ] = remark or other dose. How the source made its calls: active means growth percent below 10; inactive means the rest.

SMILES	MCF7	T-47D	MDA-MB-231	MDA-MB-468	BT-549	K-562	HS 578T	SR
COc1cc(-c2noc([C@@H](C)NS(=O)(=O)c3ccc(C)cc3)n2)cc(OC)c1OC	97.7	89.8	102.1	84.4	109.1	97.2	96.7	115.0
O=S(=O)(Oc1ccc(-c2cn3ccoc3n2)cc1)c1ccc(Cl)c(C(F)(F)F)c1	92.4	96.4	104.8	100.5	113.7	93.6	101.2	93.6
CSc1nc2[nH]c(=O)n(O)c(=O)c2n1Cc1ccccc1	85.7	78.0	90.0	73.3	82.3	32.5	67.9	43.1
O=S(=O)(NCCNc1nccc(-n2cnc3ccccc32)n1)c1ccc(C(F)(F)F)cc1	34.9	22.3	64.0	26.4	53.1	40.8	42.9	35.5
O=C(CCCCCCSc1nc(-c2ccccc2)cc(-c2ccc(Cl)cc2)n1)NO	15.9	-13.7*	25.3	4.8*	x	8.4*	45.7	x
COc1ccc(Nc2[nH]n3c(=O)cc(C)nc3c2C(=O)Nc2ccccc2)c(OC)c1	92.2	80.0	102.1	100.9	91.7	88.5	84.5	x
Nc1cc(S(=O)(=O)O)cc2cc(S(=O)(=O)O)c(N=Nc3ccc([N+](=O)[O-])cc3)c(O)c12	94.0	103.9	104.0	101.5	100.1	99.7	100.9	94.4
O=[N+]([O-])c1ccc(N/N=C/c2c(O)ccc3ccccc23)nc1	17.3	47.4	47.5	36.9	x	31.7	116.6	14.1
COc1cc(NC(=O)CSc2nc3ccccc3c(=O)n2CCc2ccccc2)cc(OC)c1OC	51.0	-1.6*	-17.0*	29.9	-4.7*	x	36.6	x
Cc1ccc(C(=O)C[n+]2cccc3c4ccccc4ccc32)cc1	11.8	43.8	24.2	-10.3*	20.8	8.0*	27.6	2.3*
CCc1c(Nc2ccccc2Cl)[nH]c(N)nc1=S	80.9	94.5	83.3	110.5	x	89.4	155.1	87.8
O=C(/C=C/Nc1cc(-c2ccccc2)nn1-c1ccccc1)c1ccccc1	82.2	70.4	89.1	83.8	93.4	76.2	108.3	86.6
N#Cc1c(N2CCNCC2)nc2sc3cc(Cl)ccc3n2c1=N	80.2	83.8	79.1	65.5	x	104.0	80.8	107.5
N#Cc1c(-c2ccc(C(F)(F)F)cc2)cc(NCC2CCS(=O)(=O)CC2)n2c1nc1ccccc12	85.6	64.3	56.2	78.1	64.9	90.0	81.3	79.9
Cc1cc2c(O)c(-c3cccc(Cl)c3)c3sc(=O)oc3c2cc1C	26.3	14.8	53.9	x	58.8	17.2	48.2	18.6
CCn1c(SCC(=O)Nc2cccc(C(=O)/C=C/c3ccc(C)cc3)c2)nc2ccccc2c1=O	19.7	70.7	92.1	58.7	93.3	55.4	101.1	56.4
COC(=O)/C=C1\Sc2cc(F)ccc2NC1=O	83.7	84.5	107.3	99.8	127.0	91.2	120.6	95.5
CCOC(=O)C(CC(C(=O)OCC)C(=O)OCC)C(=O)OCC	93.8	88.9	95.7	89.4	110.8	115.2	97.5	93.7
COc1ccc(-c2csc(NC(=O)CN3CCN(CCO)CC3)n2)cc1NS(=O)(=O)c1cccc2c(N(C)C)cccc12	59.6	72.0	71.9	55.6	82.1	23.1	65.7	-6.1*
O=c1cc(C2NCCc3c2[nH]c2ccccc32)c2ccc(O)cc2o1 (configuration not stated)	94.1	102.4	81.5	95.1	103.4	121.7	104.1	120.2
C1CCCCNCCC1	100.5	101.2	100.8	98.6	114.3	104.1	109.6	110.2
Cc1c2oc3c(C)ccc(C(=O)N[C@@H]4C(=O)N[C@H](C(C)C)C(=O)N5CCC[C@H]5C(=O)N(C)CC(=O)N(C)[C@@H](C(C)C)C(=O)O[C@H]4C)c3nc-2c(C(=O)N[C@@H]2C(=O)N[C@H](C(C)C)C(=O)N3CCC[C@H]3C(=O)N(C)CC(=O)N(C)[C@@H](C(C)C)C(=O)O[C@H]2C)c(N)c1=O	-15.3*	-13.8*	-2.1*	x	-45.4*	0.5*	-10.9*[0.0025 µM]	3.0*
CC/C(=C\c1ccc(OCOC)c(OCOC)c1)C(=O)NC(Cc1ccccc1)C(O)C(=O)NCc1ccccc1 (configuration not stated)	86.9	84.0	86.8	71.9	83.5	73.6	99.8	91.7
CCCCCCCC/C=C/CCCCCCCC1=NCC[N+]1(CCO)CCO	66.5	90.5	56.6	23.0	98.7	32.7	88.6	17.4
Nc1ccc(N(O)/C=C2\C=CC=CC2=O)cc1N	115.0	78.8	85.9	x	103.3	93.5	94.2	95.3

Ordered by SMILES length (falling): part of the list above
SMILES	MCF7	T-47D	MDA-MB-231	MDA-MB-468	BT-549	K-562	HS 578T	SR
COc1ccc(-c2csc(NC(=O)CN3CCN(CCO)CC3)n2)cc1NS(=O)(=O)c1cccc2c(N(C)C)cccc12	59.6	72.0	71.9	55.6	82.1	23.1	65.7	-6.1*
CC/C(=C\c1ccc(OCOC)c(OCOC)c1)C(=O)NC(Cc1ccccc1)C(O)C(=O)NCc1ccccc1 (configuration not stated)	86.9	84.0	86.8	71.9	83.5	73.6	99.8	91.7
O=[N+]([O-])c1ccc(N/N=C/c2c(O)ccc3ccccc23)nc1	17.3	47.4	47.5	36.9	x	31.7	116.6	14.1
CCOC(=O)C(CC(C(=O)OCC)C(=O)OCC)C(=O)OCC	93.8	88.9	95.7	89.4	110.8	115.2	97.5	93.7
Nc1ccc(N(O)/C=C2\C=CC=CC2=O)cc1N	115.0	78.8	85.9	x	103.3	93.5	94.2	95.3

Fetched one by one from the list above:
SMILES	MCF7	T-47D	MDA-MB-231	MDA-MB-468	BT-549	K-562	HS 578T	SR
O=S(=O)(Oc1ccc(-c2cn3ccoc3n2)cc1)c1ccc(Cl)c(C(F)(F)F)c1	92.4	96.4	104.8	100.5	113.7	93.6	101.2	93.6
C1CCCCNCCC1	100.5	101.2	100.8	98.6	114.3	104.1	109.6	110.2
Cc1ccc(C(=O)C[n+]2cccc3c4ccccc4ccc32)cc1	11.8	43.8	24.2	-10.3*	20.8	8.0*	27.6	2.3*

Other records.
SMILES	MCF7	T-47D	MDA-MB-231	MDA-MB-468	BT-549	K-562	HS 578T	SR
O=C(O)CNS(=O)(=O)c1ccccc1	97.7	100.9	106.8	97.5	110.5	105.3	101.5	97.6
C=CCn1c(SC/C(=N\O)c2ccc(Br)cc2)nnc1-c1c[nH]c2ccccc12	82.1	60.2	76.4	57.8	79.6	59.2	77.9	71.5
COc1ccc(C2N=C(N)NC(Nc3nn[nH]n3)=N2)cc1 (configuration not stated)	91.6	101.7	x	98.8	107.0	98.4	101.8	x
CCOC(=O)c1cc(C)[nH]c1C	94.0	77.5	99.1	101.5	104.7	84.8	101.0	108.5
C#CCOc1ccccc1/C=N/Nc1nc(-c2ccc(Cl)cc2Cl)cs1	77.7	88.4	105.8	99.2	104.5	92.8	98.0	88.2
COc1cc2nc(SCc3cc(OC)c(OC)c(OC)c3)n(Cc3ccccc3)c(=O)c2cc1OC	10.1	35.9	36.0	-10.1*	16.8	10.2	26.7	6.2*
Nc1[nH]n(-c2ccccc2)c(=O)c1/C=N/C(=S)N=Nc1c(O)[nH]c2ccccc12	98.5	91.7	92.8	88.1	103.8	103.7	x	85.7
CC/C(=C\c1ccc2c(c1)COC2)c1nc2ccccc2c(=O)[nH]1	87.8	77.6	90.7	94.7	109.6	94.5	110.6	x
O=C(CCc1ccc(O)cc1)c1c(O)cc(O)c([C@@H]2O[C@H](CO)[C@@H](O)[C@H](O)[C@H]2O)c1O	103.3	95.9	108.4	100.2	103.5	88.4	101.1	89.4
COC(=O)c1ccc(-n2cc([C@]3(OC(C)=O)CC[C@H]4[C@@H]5CCC6=CC(=O)CC[C@@H]6[C@H]5CC[C@@]43C)nn2)cc1	96.8	106.9	79.9	88.1	116.7	88.3	115.2	87.7
CCOC(=O)c1sc2nc(C)cc(C)c2c1N	65.7	97.0	86.1	107.1	92.8	120.7	95.8	93.6
CCCCCCC(C)(O)C#CC(C)(O)CCCCCC (configuration not stated)	94.2	62.2	93.0	74.9	x	73.5	99.9	63.8
COc1cc(/C=C2\S/C(=N/c3nnc(C)s3)NC2=O)ccc1O	74.5	68.2	103.5	104.9	83.9	87.3	80.6	82.1
Cc1cc(Br)ccc1N=NC1C(=O)N(c2ccc(Cl)cc2)N(c2ccc(Cl)cc2)C1=O	75.8	73.7	90.3	99.2	109.6	82.8	98.7	104.9
C[C@@H](Oc1cc(-c2cnn(C3CC4(CNC4)C3)c2)cnc1N)c1c(Cl)ccc(F)c1Cl	9.1*	43.3	37.9	20.5	80.3	5.1*	41.6	-24.6*
CCn1cc(C(=O)O)c(=O)c2cc(F)c(N3CCN(S(=O)(=O)c4ccc(Cl)cc4Cl)CC3)cc21	89.2	1.7*	25.5	-1.6*	-4.6*	10.9	x	-19.7*
Fc1cc(-c2nnc3n2NC(=Nc2ccccc2C(F)(F)F)CS3)c(Cl)cc1Cl	83.3	67.5	81.4	x	80.9	54.6	75.6	89.4
Nc1cnc(Nc2ccc(OCCN3CCCC3)cc2)nc1N1Cc2ccccc2NC1=O	84.3	87.6	92.2	95.0	107.8	89.4	90.1	109.1
Cc1cc(O)ccc1N(C)C	96.9	108.1	101.9	110.4	x	100.2	97.3	98.5
COc1ccc(C(=O)/C=C/c2ccc(Cl)c(Cl)c2)cc1S(N)(=O)=O	-48.7*	-54.7*	20.7	-19.4*	x	x	86.9	x
O=C(COc1ccc(/C=C2/C(=O)Nc3ccc(Cl)cc32)cc1)Nc1ccc(F)c(Cl)c1	105.4	97.6	105.9	95.9	119.9	111.6	105.9	92.6
COc1ccc(C=NCCN=Cc2ccc(OC)c(OC)c2)cc1OC	113.4	117.2	103.7	111.3	x	116.3	89.9	106.0
CCOC(=O)C1=C(C)N(C)C(=O)NC1c1c(Cl)n(C)c2ccccc12 (configuration not stated)	101.9	96.7	78.5	99.1	93.8	86.2	99.0	90.6
CC12CC[C@@H]3[C@]4(C)COC(c5ccccc5Br)O[C@@H]4CC[C@@]3(C)[C@@H]1CC(C1=CCOC1=O)O2 (some centres not stated)	54.7	31.1	85.3	65.4	42.9	32.3	93.8	55.3
Cc1ccccc1N1C(c2ccccc2)=NNC12C=CC(=O)c1c(O)cccc12 (configuration not stated)	73.5	87.7	73.5	88.0	77.0	63.3	x	97.0

Profiles from above:
Profile of `O=C(CCc1ccc(O)cc1)c1c(O)cc(O)c([C@@H]2O[C@H](CO)[C@@H](O)[C@H](O)[C@H]2O)c1O` → MCF7: 103.3; T-47D: 95.9; MDA-MB-231: 108.4; MDA-MB-468: 100.2; BT-549: 103.5; K-562: 88.4; HS 578T: 101.1; SR: 89.4
Profile of `CCn1cc(C(=O)O)c(=O)c2cc(F)c(N3CCN(S(=O)(=O)c4ccc(Cl)cc4Cl)CC3)cc21` → MCF7: 89.2; T-47D: 1.7*; MDA-MB-231: 25.5; MDA-MB-468: -1.6*; BT-549: -4.6*; K-562: 10.9; HS 578T: x; SR: -19.7*

The list goes on.
SMILES	MCF7	T-47D	MDA-MB-231	MDA-MB-468	BT-549	K-562	HS 578T	SR
C#Cc1cccc(NC(=O)c2cccc(NC(=O)C=C)c2)c1	87.1[8.25 µM]	80.2[8.25 µM]	72.8[8.25 µM]	21.7[8.25 µM]	76.8[8.25 µM]	x	83.9[8.25 µM]	x
O=C(O)CCN1C(=O)/C(=C/c2ccc(Cl)cc2)SC1=S	89.3	92.7	96.7	96.4	117.1	101.7	98.1	115.2
Cc1cc(C#Cc2ccccc2)ccc1-n1c(/C=C/c2ccc(F)cc2)nc2ccccc2c1=O	38.8	41.0	75.9	49.3	90.4	48.5	93.3	64.8
COC(=O)C1(C)CCC[C@]2(C)[C@H]3C[C@H]4C(C(C)C)=C[C@]3(CC[C@@H]12)[C@H]1[C@@H]4[C@@H](OCC#CCN2CCCC2)CC[C@@H]1OCC#CCN1CCCC1 (some centres not stated)	71.9	66.3	93.0	74.9	101.2	48.0	82.5	63.9
O=C1c2ccccc2SC2c3cccn3CCN12 (configuration not stated)	77.9	83.7	106.3	114.6	98.5	107.6	111.5	106.1
CC(C)OC(C(=O)O)c1ccccc1 (configuration not stated)	93.0	91.5	99.3	112.7	100.1	123.6	112.5	125.2
O=C1C=CC(=O)N1c1ccccc1N1C(=O)C=CC1=O	97.1	101.5	92.6	103.7	103.6	50.2	104.3	92.0
Nc1ccccc1SC1CC(=O)N(c2ccc(Cl)c(Cl)c2)C1=O (configuration not stated)	111.8	74.8	94.4	80.4	123.9	122.3	117.5	91.1
CC(O)c1ccc[n+]([O-])c1 (configuration not stated)	103.6	x	102.0	97.0	93.1	107.2	116.4	88.9
C=Cn1c2ccccc2c2ccccc21	94.5	81.9	110.6	103.5	x	101.3	97.7	91.1
C[C@]12CC[C@@H]3c4cc(CN5CCOCC5)c(O)cc4CC[C@H]3[C@@H]1CCC2=O	124.9	107.9	103.3	114.3	101.2	93.8	x	88.0
CN(C)c1ccc(C(=C2C=CC(=[N+](C)C)C=C2)c2cc(S(=O)(=O)O)cc3cc(S(=O)(=O)O)ccc23)cc1	89.3&92.4	77.2&109.2	104.3&104.9	110.6&133.9	104.3	91.6&93.0	107.8&109.2	91.3&99.2
COc1ccc(CSc2nc3cc(OC)c(OC)cc3c(=O)n2Cc2ccccc2)cc1	90.5	113.6	101.2	106.5	112.6	108.2	96.9	92.8
Cc1cc(/C=C\c2ccc3ccccc3[n+]2C)c(O)c2ncccc12	5.2*	18.0	4.7*	-27.0*	-19.4*	8.3*	32.9	x
O=C(c1ccccc1)C(Nc1ccccc1)c1ccccc1 (configuration not stated)	100.7	76.5	89.7	88.7	94.4	90.5	95.1	96.2
C[C@H]1[C@@H](CC(=O)N[C@@H](Cc2coc3ccccc23)B(O)O)O[C@@H]2OC3(C)CC[C@H]4[C@H](C)CC[C@@H]1[C@@]24O3	24.4	27.1	-68.3*	-49.6*	-72.8*	14.8	-0.8*	29.6
Cc1sc2nc3nc(CC(=O)Nc4ccccc4)[nH]n3c(=O)c2c1C	104.8	99.0	112.8	98.5	112.0	98.1	108.0	93.3
CC(=O)OCC(=O)[C@@]1(O)CC[C@H]2[C@@H]3CC[C@H]4C[C@@H](O)CC[C@]4(C)[C@H]3C(=O)C[C@@]21C	101.2	87.4	100.9	93.5	101.0	103.5	85.7	97.1
